# Screening results (PubChem BioAssay)
# PolyA inh = blocks polyadenylation in yeast reporter cells; S. cerevisiae SKY197-pL101 polyadenylation reporter, beta-gal luminescence; efflux-impaired pdr1/pdr3 knockout yeast; score 100 = 6 SD above DMSO; calls only at 12 µM; 300,000 compounds, 0.02% hits; AID 1875;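 active = lowest replicate activity score at least 50, where 100 means six control SD above control mean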;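 note: yeast exposed to compound for 9 h at 30 °C; higher score means more reporter readthrough which indicates perturbed polyadenylation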
# KCNQ1 act = potentiates or activates the human KCNQ1 potassium channel; P51787; CHO-K1 KCNQ1, thallium flux FluxOR fluorescence; active compounds read high; B-score at 10 µM; 310,000 compounds, 0.35% hits; AID 2648;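 active = fluorescence ratio B-score, a plate-corrected score, at least three library SD, with initial intensity B-score within 5 SD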
#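 Doses: Single concentration per compound, DMSO matched to controls | Test system: KCNQ1-transfected CHO-K1 cells | Timing: 90 min dye loading and 20 min compound exposure, both at room temperature | Measured by: Kinetic FluxOR thallium fluorescence, 10-s 1-Hz baseline, 110-s post-stimulus read | Medium: Assay buffer with matched DMSO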
# RGS4 act = RGS4 potentiation or activation | B-score at 10 µM | HEK293 M3R/inducible RGS4, carbachol calcium flux Fluo4; active compounds read low | 310,000 compounds, 0.92% hits;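 active = B-score of the integrated calcium signal more than 4 SD below the library mean, with starting fluorescence not abnormally high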;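 note: negative B-score means reduced calcium response which marks RGS4 activation or potentiation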
#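 System: HEK293 FlpIn-TREx cells, stable M3R, doxycycline-inducible RGS4. Timing: overnight RGS4 induction, 30 min dye load 37 °C, 20 min compound RT. Also added: carbachol, ECmax concentration. Measured by: Fluo4 fluorescence kinetic imaging of calcium. Evaluation: integrated calcium ratio converted to B score.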
# KCNQ1 inh = blocks the human KCNQ1 potassium channel; CHO-K1 KCNQ1, FluxOR thallium flux fluorescence; active compounds read high; B-score at 10 µM; 310,000 compounds, 1.3% hits; AID 2642;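 active = compounds whose thallium flux B-score, printed positive for inhibition, exceeds three library SD while starting fluorescence stays within three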;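 note: channel opened by potassium depolarization with thallium stimulus after 20 min compound exposure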
# KCNK9 inh = blocks the human KCNK9 two-pore domain potassium channel. Q9NPC2. 310,000 compounds, 1.2% hits. HEK293 KCNK9, FluxOR thallium flux fluorescence; active compounds read low. B-score at 10 µM. AID 488922;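 active = ratio B-score over 3 SD below the library mean, with starting fluorescence within 5 SD of its mean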;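 note: negative B-score means less thallium flux so channel inhibition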
# Target sequence (Q9NPC2 whole entry, looked up, the tested form may be a part): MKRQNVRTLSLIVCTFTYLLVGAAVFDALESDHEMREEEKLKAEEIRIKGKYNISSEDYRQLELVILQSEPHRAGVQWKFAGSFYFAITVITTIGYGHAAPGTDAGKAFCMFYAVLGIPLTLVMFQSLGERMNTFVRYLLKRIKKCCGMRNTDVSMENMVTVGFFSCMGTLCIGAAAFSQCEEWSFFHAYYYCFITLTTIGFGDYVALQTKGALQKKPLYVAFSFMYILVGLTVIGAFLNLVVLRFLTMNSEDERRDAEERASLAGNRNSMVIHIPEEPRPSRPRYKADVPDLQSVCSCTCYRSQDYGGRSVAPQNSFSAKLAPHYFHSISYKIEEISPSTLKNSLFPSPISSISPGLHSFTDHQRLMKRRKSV
# KCNK3 block = human KCNK3 channel inhibition, primary screen. O14649. 340,000 compounds, 0.84% hits. AID 602410. CHO-KCNK3 thallium flux, FluxOR fluorescence; active compounds read low. B-score at 10 µM;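 active = B-score under library mean minus 4 SD, starting fluorescence ratio at most library mean plus 5 SD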;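 note: more negative B-score means stronger inhibition of thallium flux through KCNK3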
# DYRK1A inh = Dyrk1A (rat) kinase inhibition | Q63470 | ADP-Glo luminescence, NFATc1 peptide | inhibition, % at 12.5 µM | 310,000 compounds, 0.43% hits | AID 504441; in the data active = inhibition above about 50%;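 note: plate controls were vehicle with enzyme for no effect and no enzyme for full effect; many of its hits are not listed in these tables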
# RGS4 inh = human RGS4 inhibition; 310,000 compounds, 0.45% hits; AID 463165; B-score at 10 µM; HEK293 M3R/RGS4 inducible, Fluo-4 calcium flux; active compounds read high; triggered by carbachol at its EC20; P49798;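 active = B-score, a plate-corrected calcium signal, over three deviations above library mean, with baseline fluorescence within five deviations of library mean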;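 note: RGS4 expression induced by doxycycline in cells with stable M3 receptor; B-score is computed from the integrated fluorescence ratio over baseline after carbachol; higher B-score means a larger calcium signal and so more RGS4 inhibition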
# Target sequence (P49798 whole entry, looked up): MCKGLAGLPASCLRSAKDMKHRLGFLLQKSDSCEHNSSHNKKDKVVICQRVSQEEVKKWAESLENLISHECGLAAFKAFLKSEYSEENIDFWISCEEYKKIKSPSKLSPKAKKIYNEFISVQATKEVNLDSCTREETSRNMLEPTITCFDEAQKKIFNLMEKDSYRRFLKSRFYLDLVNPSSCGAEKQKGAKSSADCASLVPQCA
# hERG rescue = hERG (human) protection from proarrhythmic block; Q12809; CHO-hERG, FluxOR thallium flux, dofetilide IC70 present; activation (rescue from dofetilide block), less the hit threshold, % at 10 µM; 310,000 compounds, 0.51% hits; AID 1511;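 active = activation above the mean of controls blocked by dofetilide plus 5 SD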;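 note: thallium influx through hERG after potassium depolarization seen as dye fluorescence rise; in these data hits start at about 4.7%; inactives centre near -7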
# GSK3B inh = inhibitors of human GSK3beta kinase | P49841 | GST-GSK3beta kinase, ADP-Glo luminescence, 60 min; active compounds read low | activity score (negative = inhibition), % at 10 µM | 300,000 compounds, 0.038% hits;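 active = more than half of replicate wells score below -50%, meaning over 50% inhibition versus plate controls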;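 note: 0% = median DMSO wells and -100% = median GW8510 positive control wells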
#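 Test system: GST-fused GSK3beta enzyme, cell-free | Quantity: 1.6 ng GST-GSK3beta enzyme per well | Reagent: 25 µM ATP with peptide substrate | Schedule: 60 min enzyme reaction, room temperature | Signal: Luminescent ADP-Glo measurement of ADP formed | Read-out basis: Score relative to plate controls | Control set: DMSO and 20 µM GW8510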
# GSK3A inh = blocks human GSK-3 alpha kinase. inhibition, % at 10 µM. 320,000 compounds, 0.1% hits. ADP-Glo luminescence, 60 min. P49840. AID 2650;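 in the data active = inhibition above about 50%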;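 note: GST-tagged GSK-3 alpha with peptide substrate and 25 µM ATP; 0% = DMSO neutral wells and 100% = GW8510 positive control wells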
# Target sequence (P49840 whole entry, looked up): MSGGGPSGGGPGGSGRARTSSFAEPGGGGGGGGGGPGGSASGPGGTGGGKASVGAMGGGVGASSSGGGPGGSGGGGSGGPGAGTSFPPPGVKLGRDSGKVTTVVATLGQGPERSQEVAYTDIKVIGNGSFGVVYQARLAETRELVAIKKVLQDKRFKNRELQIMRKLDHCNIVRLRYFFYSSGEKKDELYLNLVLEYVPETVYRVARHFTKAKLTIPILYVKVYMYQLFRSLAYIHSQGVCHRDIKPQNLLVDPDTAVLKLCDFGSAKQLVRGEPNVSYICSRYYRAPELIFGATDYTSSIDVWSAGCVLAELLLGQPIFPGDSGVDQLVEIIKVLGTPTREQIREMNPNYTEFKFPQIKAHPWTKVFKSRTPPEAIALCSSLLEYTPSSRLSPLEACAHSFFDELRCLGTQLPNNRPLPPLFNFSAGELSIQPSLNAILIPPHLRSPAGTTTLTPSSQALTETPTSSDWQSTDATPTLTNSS
# Numbers without * were called inactive; i = inactive; nt = no result given. The list is partial; rates above refer to the full screens.
SMILES,PolyA inh,KCNQ1 act,RGS4 act,KCNQ1 inh,KCNK9 inh,KCNK3 block,DYRK1A inh,RGS4 inh,hERG rescue,GSK3B inh,GSK3A inh
COC(=O)C(NS(=O)(=O)c1ccc(C)cc1)c1ccccc1 (stereo not drawn),i,i,i,i,i,i,5.8,i,-9.1,2.1,-0.5
CCOCCn1c(CN2CCOCC2)nc2c1c(=O)[nH]c(=O)n2C,i,i,i,i,i,i,-2.8,i,-5.5,4.2,-1.7
Cc1ccc(-c2csc(=Nc3cccnc3)n2CCCn2ccnc2)cc1C,i,i,-8.81*,12*,i,i,0.0,i,-17.4,-13.1,-0.1
CN1CC(c2ccccc2)C2(SC(=S)N(Cc3ccco3)C2=O)C12C(=O)Nc1ccccc12 (stereo not drawn),i,i,i,i,i,i,-5.5,i,-2.8,2.9,1.1
CCOc1ccc(-c2cc(C(=O)N3CCN(c4ccccn4)CC3)c3ccccc3n2)cc1,i,i,i,i,i,i,5.4,i,-8.3,-2.4,-2.0
Cc1ccc(OCCn2c(CCNC(=O)C(C)C)nc3ccccc32)cc1,i,i,i,i,i,i,7.7,i,-5.5,-0.8,-6.7
O=[N+]([O-])c1cc(NS(=O)(=O)c2ccc(Cl)nc2)ccc1Cl,i,i,i,i,i,i,-3.0,i,-15.3,4.8,-4.1
S=C(NCCCN1CCOCC1)Nc1ccc(-c2nc3ccccc3[nH]2)cc1,nt,i,i,i,i,i,6.0,i,-9.6,2.1,-10.4
CCc1ccc(C2C(C(C)=O)=C(C(=O)OC)Nc3nnnn32)cc1 (stereo not drawn),i,i,i,i,i,i,-8.1,i,-9.5,-0.1,-3.8
Cc1ccc(-c2nnc(N3CCN(c4ccccn4)CC3)c3ccccc23)cc1,i,i,-7.68*,i,i,i,1.0,i,-16.5,4.3,-5.4
O=C(c1ccco1)N1CCc2[nH]nc(-c3ccc(Cl)cc3)c2C1,i,i,i,i,i,i,12.4,i,-7.0,-1.7,12.4
CCSc1nc2c(c(=O)[nH]c(=O)n2C)n1CC(O)COc1ccccc1 (stereo not drawn),i,i,i,i,i,i,-1.9,i,-7.9,1.1,-3.3
CN(Cc1nc2ccccc2n1C)C(=O)c1ccco1,i,i,i,i,i,i,-2.5,i,-7.0,-1.3,-1.2
CCN(CC(=O)NCc1ccc(F)cc1)C(=O)CN1CCN(c2ccccc2OC)CC1,i,i,i,i,i,i,2.5,i,-6.8,-1.7,2.0
C(=N\N1CCN(Cc2cccc3ccccc23)CC1)/c1cccs1,i,i,i,i,i,i,4.7,i,-3.7,-0.1,-1.1
O=C(NCCCCCCNC(=O)c1ccncc1)c1ccncc1,i,i,i,i,i,i,5.7,i,-6.3,1.7,-1.1
NS(=O)(=O)c1ccc(NC(=S)N2CCN(c3cccc(Cl)c3)CC2)cc1,i,i,i,i,i,i,0.8,i,-4.7,-2.9,-1.8
COc1ccccc1C(=O)N1CCNC(=O)C1CC(=O)Nc1cccc(C)c1 (stereo not drawn),i,i,i,i,i,i,1.1,5.09*,-6.1,2.4,-1.1
CCC(=O)Nc1sc2c(c1C(N)=O)CCC2,i,i,i,i,i,i,24.9,i,-4.6,-8.9,28.9
CCN1CCN(CC2CC3C=CC2C3)CC1 (stereo not drawn),i,i,i,i,i,i,-3.5,i,-8.4,3.0,-0.2
CC(C)Oc1ccc(CCC(=O)NNC(=S)Nc2ccccc2)cc1,i,i,i,i,i,i,-1.4,i,-12.9,-0.2,-3.0
COc1cccc(COc2ccc3c(C)c(Cc4ccccc4)c(=O)oc3c2)c1,i,i,i,i,i,i,-2.0,i,-6.0,0.1,1.1
COc1ccc(CCNC(=O)CCOc2ccc(C(C)(C)C)cc2)cc1OC,i,i,i,i,i,i,nt,i,-3.9,-3.5,1.7
COc1ccc(C2=NOC(C(=O)NCc3ccccn3)C2)cc1 (stereo not drawn),i,i,i,i,i,i,0.8,i,-12.5,1.9,1.6
O=C(COC(=O)CCNS(=O)(=O)c1ccccc1)NC(=O)c1ccccc1,i,i,i,i,i,i,-11.2,i,-18.6,2.1,2.0
# Additional records.
SMILES,PolyA inh,KCNQ1 act,RGS4 act,KCNQ1 inh,KCNK9 inh,KCNK3 block,DYRK1A inh,RGS4 inh,hERG rescue,GSK3B inh,GSK3A inh
C=CCn1c(=N)n(CC(=O)OCC)c2ccccc21,i,i,i,i,i,i,6.1,i,-8.5,6.1,-3.9
COc1cc(C(=O)N[C@H](C(=O)NC(C)C23CC4CC(CC(C4)C2)C3)C(C)C)cc(OC)c1OC (stereo partly drawn),i,i,i,i,i,i,-5.6,i,-4.9,1.5,-0.9
CCOc1ccc(S(=O)(=O)NCCC(=O)NCC(C)(C)N2CCOCC2)cc1,nt,i,i,i,i,i,-0.9,i,-16.6,2.8,-4.1
C=C(C)COc1ccc2c3c(c(=O)oc2c1OCC(=C)C)CCC3,i,i,i,i,i,i,0.2,i,-9.9,-0.8,-0.9
COc1cc([N+](=O)[O-])ccc1NC(=S)N1CCOCC1,i,i,i,i,i,i,nt,i,-1.1,-3.0,-1.6
CCOC(=O)c1ccc(CSc2nncn2N)o1,i,i,i,i,i,i,12.7,i,-13.1,2.1,-2.2
COc1cccc(CNc2ccc(F)c(Cl)c2)c1,i,i,i,i,i,i,-23.4,i,0.2,-1.9,0.8
COc1cccc(CNC(=O)CCSCc2ccccc2F)c1,i,i,i,i,i,i,-1.0,i,-3.7,5.9,-2.4
COc1ccc(CCN2C(=O)CC(NCc3ccc4c(c3)OCO4)C2=O)cc1OC (stereo not drawn),i,i,i,i,i,i,-1.0,i,-0.7,-0.1,3.3
CN(CC(=O)OCC(=O)Nc1ccccc1)S(=O)(=O)c1ccc(Cl)cc1,i,i,i,i,i,i,-2.1,i,-8.8,-26.1,-1.8
O=C(Oc1ccc([N+](=O)[O-])cc1)c1cncc(Br)c1,i,i,i,i,i,i,3.4,i,-0.9,-2.8,0.7
COc1ncccc1C(=O)NC1CCCc2c1cnn2-c1cc(C)cc(C)c1 (stereo not drawn),i,i,i,i,i,i,4.5,i,-10.8,-0.3,0.3
N=C1C(=O)OCC1c1ccccc1NC(=O)CN1CCCCC1 (stereo not drawn),i,i,i,i,i,i,0.0,i,-12.7,-1.1,0.9
O=C(NC(=S)N1CCN(c2ccccn2)CC1)c1ccco1,i,i,i,i,i,i,3.8,i,-7.3,0.9,-2.9
CC(=O)Nc1ccc(NC(=O)CS(=O)(=O)c2cn(CC(=O)N3CCCC3)c3ccccc23)cc1,i,i,i,i,i,i,1.7,i,-8.3,-0.2,-1.9
CCOc1ccccc1CN1CCN(C/C=C/c2ccc(OC)cc2)CC1CCO (stereo not drawn),i,i,i,i,i,i,-5.2,i,-10.3,-14.0,0.9
Cn1c(-c2ccccc2)c(C=O)c2ccccc21,i,i,i,i,i,i,77.5*,i,-1.2,-3.1,1.3
CCc1cc2c(-c3ccccc3)cc(=O)oc2cc1OC(C)C(=O)O (stereo not drawn),i,i,i,i,i,i,-6.1,i,-8.1,3.5,-9.6
CCOC(=O)C1CCCN(C(=S)Nc2ccc(OC)cc2)C1 (stereo not drawn),i,i,i,i,i,i,-3.8,i,-10.2,-0.3,-0.1
O=C(NCCc1nnc2ccc(SCC(=O)N3CCOCC3)nn12)c1ccccc1,i,i,i,i,i,i,-0.9,i,-3.2,-1.3,-1.4
O=C(NC1CCCCC1)N1CCC(c2nc3ccc(Cl)cc3[nH]2)CC1,i,i,i,i,i,i,-1.7,i,-5.6,0.4,-5.2
CCS(=O)(=O)N1CCC(C(=O)Nc2ccccc2OC)CC1,i,i,i,i,i,i,0.8,i,-6.7,0.8,2.6
CN(C)CCN1C(=O)C(=O)/C(=C(/O)c2ccc(OCc3ccccc3)cc2)C1c1ccncc1 (stereo not drawn),i,i,i,i,i,i,-7.9,i,-2.7,1.7,nt
CCc1ccc(C(=O)Nn2c(C)nc3ccccc3c2=O)cc1,i,i,i,i,i,i,2.9,i,-5.2,4.6,-1.5
COc1ccc(NC(=S)N(CCC(C)C)C2CCN(C(C)=O)CC2)cc1,i,i,i,i,i,i,10.5,i,-8.1,3.9,-2.9
CCOC(=O)c1c(NC(=O)Cc2ccccc2)sc2c1CCN(CC)C2,i,i,i,i,i,i,-0.8,i,-7.2,-5.5,1.2
CCC(C)NC(=O)C1CCCN(C(=O)NC2CCCCC2)C1 (stereo not drawn),i,i,i,i,i,i,4.3,i,-4.2,1.2,-2.1

# Entries listed above shown as hits in KCNQ1 inh:
smiles | PolyA inh | KCNQ1 act | KCNQ1 inh | KCNK9 inh | KCNK3 block | DYRK1A inh | RGS4 inh | GSK3B inh | GSK3A inh
Cc1ccc(-c2csc(=Nc3cccnc3)n2CCCn2ccnc2)cc1C | i | i | 12* | i | i | 0.0 | i | -13.1 | -0.1

# At a glance, 6 of the compounds above:
SMILES,PolyA inh,KCNQ1 act,RGS4 act,KCNQ1 inh,KCNK9 inh,KCNK3 block,DYRK1A inh,RGS4 inh,hERG rescue,GSK3B inh,GSK3A inh
CCS(=O)(=O)N1CCC(C(=O)Nc2ccccc2OC)CC1,i,i,i,i,i,i,0.8,i,-6.7,0.8,2.6
CN(C)CCN1C(=O)C(=O)/C(=C(/O)c2ccc(OCc3ccccc3)cc2)C1c1ccncc1 (stereo not drawn),i,i,i,i,i,i,-7.9,i,-2.7,1.7,nt
CCc1ccc(C(=O)Nn2c(C)nc3ccccc3c2=O)cc1,i,i,i,i,i,i,2.9,i,-5.2,4.6,-1.5
COc1ccc(NC(=S)N(CCC(C)C)C2CCN(C(C)=O)CC2)cc1,i,i,i,i,i,i,10.5,i,-8.1,3.9,-2.9
CCOC(=O)c1c(NC(=O)Cc2ccccc2)sc2c1CCN(CC)C2,i,i,i,i,i,i,-0.8,i,-7.2,-5.5,1.2
CCC(C)NC(=O)C1CCCN(C(=O)NC2CCCCC2)C1 (stereo not drawn),i,i,i,i,i,i,4.3,i,-4.2,1.2,-2.1
